ATG4B inh: inhibitors of human ATG4B cysteine protease. Q9Y4P1. ATG4B cleavage of LC3-PLA2, NBD-HPC fluorescence, 1 h. inhibition, % at 8.33 µM. 0.51% of 340,000 active. AID 504462; in the data active = inhibition above about 40%
Target sequence (Q9Y4P1 whole entry, looked up): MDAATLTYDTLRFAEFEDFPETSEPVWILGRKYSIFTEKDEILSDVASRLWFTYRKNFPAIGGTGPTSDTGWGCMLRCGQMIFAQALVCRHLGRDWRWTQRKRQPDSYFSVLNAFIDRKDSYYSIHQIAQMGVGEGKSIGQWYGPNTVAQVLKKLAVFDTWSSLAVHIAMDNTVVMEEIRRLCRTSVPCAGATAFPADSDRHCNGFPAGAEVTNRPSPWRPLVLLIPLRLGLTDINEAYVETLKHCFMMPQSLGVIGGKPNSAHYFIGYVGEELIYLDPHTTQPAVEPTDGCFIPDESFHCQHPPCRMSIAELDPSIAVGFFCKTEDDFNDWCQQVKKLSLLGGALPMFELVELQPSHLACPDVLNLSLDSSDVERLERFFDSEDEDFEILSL
hIAP block: blocks human intestinal alkaline phosphatase | purified IAP, CDP-Star luminescence, 30 min | inhibition, % at 10 µM | 0.12% of 330,000 active;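 active = inhibition reaching a set limit with compound at 10 µM in the primary screen, cut at about 35% in these data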;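 also: plate controls were DMSO wells with enzyme for no effect and no-enzyme buffer wells for full effect; values of inactives mirror those of a sister screen read the other way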
Target sequence (P09923 whole entry, looked up): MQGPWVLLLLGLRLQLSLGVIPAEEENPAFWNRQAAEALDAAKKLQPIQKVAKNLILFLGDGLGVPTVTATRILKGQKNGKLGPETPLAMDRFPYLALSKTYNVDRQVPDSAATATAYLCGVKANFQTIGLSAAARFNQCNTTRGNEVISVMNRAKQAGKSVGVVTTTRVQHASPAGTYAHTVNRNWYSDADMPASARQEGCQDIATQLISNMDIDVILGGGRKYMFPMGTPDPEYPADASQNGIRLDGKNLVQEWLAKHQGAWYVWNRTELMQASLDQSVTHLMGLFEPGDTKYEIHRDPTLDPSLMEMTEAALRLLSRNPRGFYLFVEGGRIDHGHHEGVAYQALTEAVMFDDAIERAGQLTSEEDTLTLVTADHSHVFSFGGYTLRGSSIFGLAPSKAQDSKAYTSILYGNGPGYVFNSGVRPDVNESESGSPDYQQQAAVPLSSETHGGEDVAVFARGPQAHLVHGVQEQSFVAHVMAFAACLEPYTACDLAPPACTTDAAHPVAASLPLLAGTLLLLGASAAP
Apaf1 inhib: inhibitors of human Apaf-1 apoptosome. AID 489030. inhibition, % at 20 µM. 0.71% of 330,000 active. reconstituted apoptosome caspase-3 activity, DEVD-Rh110 fluorescence; active = inhibition of at least 40% at 20 µM;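 also: plate controls were DMSO wells for no effect and DEVD-CHO caspase inhibitor wells for full effect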
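Material: reconstituted apoptosome with Apaf-1, cytochrome c, caspase-9, procaspase-3, dATP. Technique: Rh110 fluorescence intensity. Buffer or medium: pH 7.5 Hepes buffer with CHAPS, BSA, DTT. Times: 30 min plus 50 min, RT.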
tim10-1 inh: tim10-1 yeast growth inhibition; 2.2% of 330,000 active; inhibition, % at 20 µM; S. cerevisiae tim10-1 ts strain growth, BacTiter-Glo, 24 h;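 active = inhibition of at least 40%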;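 also: mutant grown at 25 °C; 0% = DMSO wells with yeast and 100% = wells holding no yeast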
mIAP activ: mouse IAP activation. muIAP, CDP-Star luminescence, 30 min; stronger effect = higher value; 1 = vehicle-only enzyme signal, 0 = enzyme-free wells. activation factor at 10 µM. 0.24% of 330,000 active. AID 2805;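 active = activation factor of at least 2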; also: the source names both 10 and 20 µM as test concentration; values of inactives mirror those of a sister screen read the other way
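System: mouse IAP enzyme. Reagent: CDP-Star chemiluminescent phosphatase substrate. Benchmarks: DMSO wells, no-enzyme wells. Times: 30 min enzyme-substrate-compound incubation at room temperature. Detection: luminescence from enzymatic CDP-Star hydrolysis. Doses: test compounds delivered from DMSO solution.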
TIM10 inh: TIM10 yeast growth inhibition. S. cerevisiae TIM10 strain growth, BacTiter-Glo luminescence, 24 h. inhibition, % at 10 µM. 1.4% of 330,000 active. AID 463195;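 active = inhibition of 40% or more at the single tested concentration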;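 also: wild-type TIM10 isogenic control strain grown at permissive 25 °C; 0% = DMSO yeast wells and 100% = minimal medium wells without yeast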
mIAP block: blocks mouse intestinal alkaline phosphatase | purified mouse IAP, CDP-Star luminescence, 30 min | AID 2806 | 0.2% of 330,000 active | inhibition, % at 10 µM;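 active = inhibition of at least 40% at 10 µM in the primary screen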;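 also: plate controls were DMSO with enzyme for no effect and no enzyme wells for full effect; values of inactives mirror those of a sister screen read the other way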
NLRP3 yeast inh: blocks the NALP3 inflammasome reconstituted in yeast; Yeast reconstituted NLRP3/ASC/caspase-1, beta-gal luminescence, 24 h; inhibition, % at 10 µM; 0.39% of 330,000 active;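 active = inhibition of 50% or more; inactive = inhibition below 50%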;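 also: plate controls were induced DMSO wells for no effect and uninduced yeast grown without galactose for full effect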
hIAP activ: increases human intestinal alkaline phosphatase activity; P09923; purified human IAP, CDP-Star luminescence, 30 min; stronger effect = higher value; 1 = vehicle-only enzyme, 0 = enzyme-free background; activation factor at 10 µM; 0.16% of 330,000 active;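 active = activation factor of the enzyme at least 2-fold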; also: the source names both 10 and 20 µM as test concentration; values of inactives mirror those of a sister screen read the other way
* = called active by the depositor; nt = no result given.

mol	ATG4B inh	hIAP block	Apaf1 inhib	tim10-1 inh	mIAP activ	TIM10 inh	mIAP block	NLRP3 yeast inh	hIAP activ
COc1ccc(N2C(=O)CC(N3CCN(S(=O)(=O)c4c(F)cccc4F)CC3)C2=O)cc1OC (centres undefined)	-10	4	4	13	1.1	11	-6	2	0.95
CCc1ccc2c(c1)C(c1ccc([N+](=O)[O-])cc1)=NNC(c1ccccc1)=N2	61*	-5	18	4	0.93	-2	7	11	1.1
COc1cccc(N2CCN(C(=O)C3CCCN(c4ncnc5c4nc4n5CCCCC4)C3)CC2)c1 (centres undefined)	-3	-17	14	15	1	15	-3	4	1.2
CCc1cc(=O)oc2c(CN3CCCC3)c(O)c(Cl)cc12	-2	14	-12	2	1	-11	0	-3	0.86
Cc1ccc(S(=O)(=O)NC(C)C(=O)N2CCOCCOCCOCCOCC2)cc1 (centres undefined)	7	-6	-1	9	0.95	1	5	18	1.1
O=C(N/N=C/c1ccco1)c1cccc(N2Cc3ccccc3C2)c1	5	1	-11	11	0.71	-6	29	18	0.99
CCOC(=O)c1c(NC(=O)Nc2ccc(F)cc2)sc2c1CCN(C)C2	6	6	-9	-21	1.1	-12	-12	7	0.94
CC1CN(C(=O)c2cc3cc([N+](=O)[O-])ccc3oc2=O)CC(C)O1 (centres undefined)	-12	-7	-12	-5	0.95	1	5	-2	1.1
COC(=O)C(=Cc1ccc(OCc2ccc([N+](=O)[O-])cc2)c(OC)c1)C(=O)OC	-2	11	10	21	0.95	24	5	11	0.89
CCn1c(=S)sc2c(=O)n(CC(=O)Nc3ccc(OC)c(Cl)c3)c(C)nc21	4	0	12	0	0.91	-10	9	14	1
COc1ccc(CN2CCN(S(=O)(=O)c3ccccc3)CC2)c(OC)c1	1	0	5	21	0.94	23	6	6	1
CCN(CC)CCCNC(=O)c1ccc(CS(=O)(=O)c2ccccc2OC)o1	-2	7	4	2	0.95	-7	5	11	0.93
CC(=O)c1cc(-c2ccccc2)n(CC(=O)N2CCCCC2)c1C	-7	-12	-9	23	0.94	-5	6	-9	1.1
CCN(C(=O)COC(=O)CNC(=O)c1cccc(C)c1)c1c(N)n(Cc2ccccc2)c(=O)[nH]c1=O	-2	-12	-2	-7	1	-1	-3	6	1.1
CC1CCN(c2ccccc2NC(=O)c2ccc(C#N)cc2F)CC1	-6	4	32	19	1	-9	-2	-5	0.96
O=C(NCCCc1ccccc1)Nc1ccccc1	5	-1	0	-34	1.3	3	-35	17	1
O=C(Cc1ccccc1)N[C@@H](Cc1ccccc1)c1nc2ccccc2[nH]1	4	-9	0	-7	1	6	-5	6	1.1
C/C(=N\NC(=O)CNc1ccccc1)c1ccccc1	-6	-17	4	-11	1.1	-6	-7	33	1.2
Cn1ccnc1SCc1cc(=O)[nH]c2ccccc12	-3	4	3	2	1.3	-11	-33	10	0.96
CCCCNC(=O)CNC(=S)N(CCCN1CCOCC1)Cc1cccs1	-4	-5	-5	-11	1.1	-19	-10	-2	1.1
Cn1c(=O)c2c(nc(N3CCOCC3)n2C/C=C/c2ccccc2)n(C)c1=O	3	11	5	19	0.97	10	3	11	0.89
Cn1c(N)c(C(=O)COC(=O)CCOc2ccc(C(C)(C)C)cc2)c(=O)n(C)c1=O	-18	1	28	26	0.94	-9	6	-2	0.99
CNS(=O)(=O)c1cc(N(C)S(=O)(=O)c2ccc(C)cc2)c(C)cc1C	17	3	13	11	1	-7	-2	-9	0.97
Cc1ccccc1NC(=O)COC(=O)CNC(=O)c1sc2ccccc2c1Cl	-10	7	-2	16	1.1	13	-6	2	0.93
O=C(NCCCN1CCOCC1)C(=O)NCCc1ccccc1	1	-8	-12	10	1.1	8	-5	22	1.1
COc1ccc(C2C(C#N)=C(SCC(=O)Nc3ccc(C)cc3)NC3=C2C(=O)CC(C)(C)C3)cc1 (centres undefined)	9	16	12	5	0.8	5	20	7	0.84
CC[N+](C)(C)Cc1ccccc1Br	1	9	-8	1	0.98	-2	2	10	0.91
COC(=O)c1ccc(/C=N/OCC(=O)NC2CCCC(C)C2C)cc1 (centres undefined)	-7	5	12	30	1	25	0	-26	0.95
C[C@H]1C=C(C(=O)NCc2ccccc2)O[C@@H](OCc2ccc(CO)cc2)C1	1	23	-8	13	1.1	7	-9	23	0.77
Cc1ccccc1-n1cc[nH]c1=S	-9	-19	3	26	1	-5	-4	8	1.2
O=C(COC(=O)c1ccc(Cl)nc1)Nc1ccc2c(c1)OCO2	-35	-2	10	-14	1.1	-36	-14	1	1
O=C(Nc1cccc(Br)c1)c1cc2ccccc2o1	6	-7	-2	11	0.96	47*	4	64*	1.1
Nc1c(C(=O)c2ccc(Br)cc2)oc2ccccc12	6	7	11	5	0.91	17	9	20	0.93
Cc1ccc(C)c(NC(=S)NCCN(C2CCCCC2)C2CCCC2)c1	6	-15	-73	12	1.3	1	-33	4	1.2
CCN1CCN(CCCNC(=O)c2ccccc2NC(=O)C2=C(C)OCCS2)CC1	8	-5	4	-14	1	4	-3	1	1
O=C(N/N=C/c1ccccn1)c1ccc2nc[nH]c2c1	-7	-62	-9	-6	0.93	-10	7	-5	1.6
COc1ccc(-c2cc(C)no2)cc1S(=O)(=O)N1CCOc2ccc(Cl)cc21	2	6	15	14	0.96	12	4	-3	0.94
Cc1cccc(N(CC(=O)NC2CCCC2)C(=O)CS(=O)CC(=O)Nc2ccc3c(c2)OCO3)c1C (centres undefined)	-4	4	5	16	1.1	2	-14	-10	0.96
CC(=O)N1CCN(c2ccc(NC(=O)c3ccc(C(C)(C)C)cc3)cc2)CC1	-20	0	7	12	1.2	3	-16	19	1
O=C(NCCN1C(=O)S/C(=C\c2ccc(Cl)c(Cl)c2)C1=O)c1cnccn1	3	17	17	10	0.88	11	12	-1	0.83
O=C(CC(=O)Nc1cc(Cl)ccc1Cl)Nc1cc(Cl)ccc1Cl	13	-15	8	3	1.1	-6	-11	22	1.2
Cc1nc(N2CCOCC2)sc1C(=O)NN	-6	3	-12	14	1.1	-3	-8	0	0.97
O=C(CCc1nnc2ccc(N3CCC4(CC3)OCCO4)nn12)Nc1cc(F)ccc1F	-9	-30	-5	5	0.92	-4	8	9	1.3
COCCn1c(CN2CCN(C(c3ccccc3)c3ccccc3)CC2)nc2c1c(=O)n(C)c(=O)n2C	-8	-7	13	2	1	-7	-1	4	1.1
CCn1cc(CN2CCCC(C(=O)Nc3cccc(-n4cccn4)c3)C2)c(C)n1 (centres undefined)	-4	24	10	5	0.97	5	3	0	0.77
C[C@@]12C(=O)N(c3ccc(Br)cc3)C(=O)N1[C@@H]1c3ccccc3OC[C@@H]1[C@H]2c1ccccc1	-14	-8	13	11	0.98	18	2	4	1.1
CCC(C(=O)NC1CCCC1)N(Cc1ccco1)C(=O)CNS(=O)(=O)c1ccccc1 (centres undefined)	5	-15	-6	21	1.1	3	-11	-1	1.1
CC(Sc1nnnn1C)C(=O)Nc1nc(-c2ccc(F)c(F)c2)cs1 (centres undefined)	-16	6	11	29	0.98	17	2	7	0.94
CSCCC(NS(=O)(=O)c1ccccc1)C(=O)OCc1nc2ccsc2c(=O)[nH]1 (centres undefined)	1	-8	4	-8	1.1	-2	-8	1	1.1
CSc1ccccc1NC(=O)CN1CCN(Cc2ccccc2)CC1	nt	-15	-5	11	0.91	-19	9	-6	1.2
CC1CC1C(=O)N(C)CC(=O)Nc1cccc(F)c1 (centres undefined)	-2	-4	-1	-6	1.1	-4	-5	25	1
FC(F)(F)c1cc(-c2ccc(Cl)cc2)nc(NCc2cccnc2)n1	-1	-15	13	13	0.89	0	11	37	1.2
Cn1c(Cn2c(=O)sc3ccccc32)nnc1SCC(=O)N1CCCCCC1	5	10	-7	1	0.95	-3	4	0	0.9
CC(C)(C)C1CCC2(CC1)C(C#N)=C(SCC(=O)NC1CCCCC1)NC(=O)C2C#N (centres undefined)	18	-5	2	18	0.85	23	15	7	1.1
COC(=O)C(CC(C)C)N(Cc1cc(OC)cc(OC)c1)S(=O)(=O)c1ccccc1Br (centres undefined)	nt	nt	15	17	0.95	-8	5	nt	nt
COc1ccc(NC(=O)CN2C(=O)CC(C)(C)S(=O)(=O)c3ccccc32)cc1	4	-12	-2	-19	1	-6	-4	0	1.1
COCCOc1ccc(C(F)(F)F)cc1NC(=O)COC(=O)C12CC3CC(CC(O)(C3)C1)C2	3	-8	16	9	0.99	16	1	0	1.1
Cc1ccc(CNS(=O)(=O)c2ccc(Br)s2)cc1	1	11	11	39	1	1	-4	44	0.89
O=C(Nc1ccc(N2CCOCC2)cc1)Nc1ccc(Cl)c(Cl)c1	5	15	1	29	1.5	28	-53	9	0.85
CCOC(=O)CNc1nc(Cl)nc(N2CCCCC2)n1	-3	4	6	7	1.1	15	-9	22	0.96

Next structures:
mol	ATG4B inh	hIAP block	Apaf1 inhib	tim10-1 inh	mIAP activ	TIM10 inh	mIAP block	NLRP3 yeast inh	hIAP activ
O=C(N/N=C/c1cc2c(cc1Cl)OCO2)c1ccncc1	-2	3	0	1	0.91	4	9	-3	0.97
CC(=O)Nc1cc(OC(C)=O)c2nonc2c1OC(C)=O	-2	-3	98*	8	0.74	-8	26	26	1
COc1ccc(-n2c(=O)c3ccccc3n(Cc3ccc(F)cc3)c2=O)cc1OC	-12	-4	5	19	0.97	16	3	-8	1
COC(=O)c1cnn2c(C(F)(F)F)cc(-c3ccc(F)cc3)nc12	3	0	-6	19	1	-11	-4	-10	1
CC1CCCCN1CCNC(=O)CN1C(=O)CSc2ccc(S(=O)(=O)N3CCCCC3)cc21 (centres undefined)	4	7	-3	26	1.1	2	-8	4	0.93
CCOc1ccc(NC(=O)C(=O)N/N=C/c2cccnc2)cc1	4	-15	-21	8	1.1	8	-6	12	1.1
COc1ccc(/C=N/NC(=O)C(=O)N2CCN(c3ccccc3OC)CC2)cc1	5	9	-6	15	0.99	-3	0	-17	0.91
O=C(Nc1ccccc1)c1ccc2c(c1)OCCCO2	-5	13	-6	6	1.1	18	-5	39	0.87
Cc1nn(CCCC(=O)N2CCc3ccccc3C2)c(=O)c2cc3sccc3n12	0	29	11	16	0.92	6	8	10	0.71
COc1ccccc1C(=O)Nc1ccnn1C1CCN(Cc2cc(C)c(C)cc2C)CC1	9	18	10	14	1	13	-1	31	0.82
Cc1ccc(OCC(=O)N(Cc2ccccc2)c2ccccn2)cc1	3	0	-1	-11	1	-13	-3	11	1
COc1c(C(C)C)cc(NC(C)=O)cc1C(C)C	3	-15	2	3	1.1	-11	-11	11	1.1
O=c1ccc2ccc(OCc3nnc(-c4ccccc4Br)o3)cc2o1	0	16	-1	12	1	6	-2	12	0.84
COc1ccc(CCC(=O)Nc2nnc(C(C)(C)C)s2)cc1	-4	-8	1	12	1	-4	-5	8	1.1

Random excerpt: 2 entries already listed
mol	ATG4B inh	hIAP block	Apaf1 inhib	tim10-1 inh	mIAP activ	TIM10 inh	mIAP block	NLRP3 yeast inh	hIAP activ
CCOC(=O)c1c(NC(=O)Nc2ccc(F)cc2)sc2c1CCN(C)C2	6	6	-9	-21	1.1	-12	-12	7	0.94
O=C(NCCCc1ccccc1)Nc1ccccc1	5	-1	0	-34	1.3	3	-35	17	1

Screening results deposited in PubChem BioAssay by Sanford-Burnham Center for Chemical Genomics.

Hits appear at their usual frequency; 4.5% or so of the library scored in one or more.
